Screening results (PubChem)
MsrA inhibitor – inhibits bovine methionine sulfoxide reductase A. purified bovine MsrA, absorbance read-out. inhibition, % at 15.5 µM. actives 0.75% (n = 360,000). AID 651718; in the data active = inhibition above about 4.5%;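 note: 0% = vehicle wells with enzyme and 100% = reference inhibitor wells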
Neddylation inh – cullin neddylation inhibition | P61081+Q13564 | AID 651699 | actives 0.58% (n = 360,000) | TR-FRET cullin neddylation, biochemical | calls only at 25 µM; in the data active = inhibition above about 36%
MT1-MMP act inh – MT1-MMP (human) activation inhibition; P50281; HT1080 RFP-PRO-GFP cells, GFP/RFP ratio fluorescence, overnight; percent of plate control window, DMSO zero; GFP/RFP ratio change, % at 20 µM; actives 0.061% (n = 360,000); AID 651647;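 active = GFP/RFP ratio change of at least 30% with cell ATP level not reduced by more than half and red fluorescence within 50% of control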; note: strong numbers were not always called active
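Compound: 20 µM single dose, 1% DMSO / System: HT1080 RFP-PRO-GFP cells / Controls: DMSO and RFP-L50D-GFP cell wells / Read-out basis: GFP/RFP fluorescence ratio / Schedule: overnight compound exposure at 37 °C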
FAS TE block – FAS thioesterase (human) inhibition; P49327; recombinant FAS-TE, OMFH fluorogenic substrate, fluorescence endpoint; inhibition, % at 15 µM; actives 0.67% (n = 360,000); AID 602261;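 active = compounds whose normalised, plate-corrected inhibition of enzyme fluorescence in the single-dose primary screen is 50% or more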;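 note: 0% = DMSO with enzyme and 100% = substrate without enzyme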
SKN-1 inh – blocks SKN-1 activity in C. elegans; inhibition, % at 21.8 µM; actives 0.49% (n = 360,000); C. elegans VP596 Pgst-4::GFP/RFP ratio, acrylamide-induced, 24 h;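 active = interference check ratio from 0.5 to 1.5 plus GFP to RFP signal ratio inhibition reaching or exceeding a fixed threshold, cut at about 30% in these data, passing the limit was not always enough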; note: some compounds called inactive have numbers as strong as hits
Rin1-Abl PPI inh – inhibitors of human Rin1-Abl protein interaction | P00519+Q13671 | TR-FRET Rin1/Abl binding, biochemical | actives 0.4% (n = 360,000) | inhibition, % at 7.35 µM; in the data active = inhibition above about 5%, passing the limit was not always enough
NRP1-CendR mod – NRP-1/CendR interaction modulation; O14786; FAM-RPARPAR peptide binding to NRP-1, fluorescence polarization; inhibition, % at 25 µM; actives 0.85% (n = 360,000); AID 602438;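 active = inhibition or corrected inhibition above about 18%, plus a signal ratio from 0.5 to 1.5, limit read from the data, passing the limit was not always enough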; note: strong numbers were not always called active
Target sequence (O14786 whole entry, looked up): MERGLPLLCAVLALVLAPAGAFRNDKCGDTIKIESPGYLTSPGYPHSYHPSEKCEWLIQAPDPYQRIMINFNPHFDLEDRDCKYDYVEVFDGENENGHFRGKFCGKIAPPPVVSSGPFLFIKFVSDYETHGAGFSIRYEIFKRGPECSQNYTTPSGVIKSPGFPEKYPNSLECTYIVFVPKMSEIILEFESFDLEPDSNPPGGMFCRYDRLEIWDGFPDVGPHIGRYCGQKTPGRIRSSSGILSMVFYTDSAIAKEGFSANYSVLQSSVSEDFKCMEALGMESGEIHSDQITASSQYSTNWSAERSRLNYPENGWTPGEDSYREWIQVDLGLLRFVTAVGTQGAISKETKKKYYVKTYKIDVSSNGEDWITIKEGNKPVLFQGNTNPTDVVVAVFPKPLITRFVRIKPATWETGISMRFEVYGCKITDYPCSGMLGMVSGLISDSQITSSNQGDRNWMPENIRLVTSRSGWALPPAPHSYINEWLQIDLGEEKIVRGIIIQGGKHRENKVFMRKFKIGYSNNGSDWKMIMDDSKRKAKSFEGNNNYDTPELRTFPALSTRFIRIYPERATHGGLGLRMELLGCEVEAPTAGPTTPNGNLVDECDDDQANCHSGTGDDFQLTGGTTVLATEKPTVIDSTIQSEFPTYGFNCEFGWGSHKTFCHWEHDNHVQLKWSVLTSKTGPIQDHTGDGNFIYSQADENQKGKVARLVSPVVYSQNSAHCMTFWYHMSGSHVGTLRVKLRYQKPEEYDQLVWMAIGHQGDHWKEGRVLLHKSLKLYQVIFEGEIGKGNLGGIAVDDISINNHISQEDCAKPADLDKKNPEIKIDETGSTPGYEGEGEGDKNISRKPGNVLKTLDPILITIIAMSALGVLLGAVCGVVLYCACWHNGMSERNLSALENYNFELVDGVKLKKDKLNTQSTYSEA
eLon inh – inhibits E. coli Lon protease; P0A9M0; actives 0.42% (n = 360,000); inhibition, % at 7.94 µM; purified E. coli Lon protease, fluorescence polarization; in the data active = inhibition above about 13%, passing the limit was not always enough;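 note: 0% = enzyme with probe and DMSO and 100% = no enzyme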
bovine MsrA act – activators of bovine methionine sulfoxide reductase A; actives 0.3% (n = 360,000); purified bovine MsrA, absorbance read-out; AID 602163; activation, % at 10.6 µM; in the data active = activation above about 7.5%;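 note: 0% = vehicle and 100% = reference activator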
An asterisk follows results filed as active; i = inactive; · = no result given.

SMILES	MsrA inhibitor	Neddylation inh	MT1-MMP act inh	FAS TE block	SKN-1 inh	Rin1-Abl PPI inh	NRP1-CendR mod	eLon inh	bovine MsrA act
CS(=O)(=O)N1CCCC(C(=O)Nc2ccc3c(c2)OCCO3)C1 (centres undefined)	-0.3	i	6.4	-10.1	10.9	-2.1	-1.2	-5.2	1.1
O=C(COC(=O)c1cccnc1Cl)NCC1CCCO1 (centres undefined)	0.8	i	-0.4	-0.9	2.0	0.8	-7.8	-4.7	-4.3
COc1ccc(CCNC(=O)CN(c2cc(OC)ccc2OC)S(=O)(=O)c2ccccc2)cc1	-0.6	i	-1.5	4.4	11.2	-0.2	-0.9	-2.1	-2.6
Cc1nn(C(C)C)c(C)c1[C@@H]1C[C@H]2CN(Cc3cccc(Cl)c3)C(=O)[C@]23CCCN13	-0.9	i	-1.8	-4.7	0.4	-2.1	-20.5	-8.1	-2.8
OC1(c2ccccn2)COc2ccccc2O1 (centres undefined)	0.7	·	1.8	-5.6	2.0	0.2	-6.4	3.5	-1.6
COc1cccc(C(=O)NC2CC3CCCC(C2)N3CC(=O)Nc2ccccc2)c1 (centres undefined)	0.6	i	0.6	-1.0	-16.9	0.6	17.3	-3.9	-7.4
CC(C)C(=O)N1CCN(c2ccccc2NC(=O)c2ccco2)CC1	-0.8	i	-0.9	-1.1	16.8	0.7	-3.9	-3.0	-2.9
O=C(COC(=O)CSc1ccc2ccccc2c1)Nc1ccccc1OC(F)F	-1.3	i	1.0	-6.3	10.9	-0.5	8.0	-12.8	-9.5
Cc1ccc(NCC(=O)N/N=C/c2ccncc2)cc1	0.8	i	0.8	-4.9	1.5	0.0	2.1	-10.3	-4.6
COc1ccc2c(c1)c1nnc(SCC(=O)Nc3ccccc3F)nc1n2C	0.2	i	-0.8	6.3	10.5	-1.3	-8.6	8.7	-0.4
O=C(Nc1ccc(F)c(Cl)c1)C1CC(=O)n2c(nc3ccccc32)N1 (centres undefined)	0.6	i	0.2	-1.6	-13.6	0.3	1.9	-3.6	-6.4
COc1cccc(-c2cnc3c(NC=O)cc(-c4cccc(NC(C)=O)c4)cn23)c1	0.7	i	5.3	19.3	6.0	-0.4	-29.5	-16.5	-0.2
NC(=O)c1cc(-c2csc(NCCc3ccccc3)n2)ccc1O	-0.2	i	0.2	1.3	15.6	-0.9	-14.7	0.4	-1.2
COc1ccc(CC(CC(=O)O)C(=O)Nc2ccccc2)cc1 (centres undefined)	0.1	i	-3.7	-6.6	-4.8	3.8	20.8	4.1	-2.1
Cc1nn2c3ccccc3n(CC(=O)c3cccs3)c2nc1=O	1.4	·	-1.3	-2.6	-5.2	2.7	-10.3	-6.3	2.2

Full records as entered above. Order of values: MsrA inhibitor | Neddylation inh | MT1-MMP act inh | FAS TE block | SKN-1 inh | Rin1-Abl PPI inh | NRP1-CendR mod | eLon inh | bovine MsrA act
O=C(COC(=O)CSc1ccc2ccccc2c1)Nc1ccccc1OC(F)F across the screens: -1.3 | i | 1.0 | -6.3 | 10.9 | -0.5 | 8.0 | -12.8 | -9.5
OC1(c2ccccn2)COc2ccccc2O1 (centres undefined) across the screens: 0.7 | · | 1.8 | -5.6 | 2.0 | 0.2 | -6.4 | 3.5 | -1.6

More records.
SMILES	MsrA inhibitor	Neddylation inh	MT1-MMP act inh	FAS TE block	SKN-1 inh	Rin1-Abl PPI inh	NRP1-CendR mod	eLon inh	bovine MsrA act
COc1ccccc1Cn1c(C)nc2ccccc21	0.1	i	6.1	-5.0	1.0	0.6	7.0	12.1	-1.8
COC(=O)c1cccc(NC(=O)c2ccc3c(c2)C(=O)N(C(C)(C)C)C3=O)c1	-0.4	i	12.4	-3.0	5.0	1.2	-3.7	9.5	-6.2
COC(=O)N1CCN(c2ccc(OC)cc2)CC1	0.7	i	2.8	-7.4	-6.8	1.4	-5.5	1.7	-0.9
Cc1nnc2n(C)c(=O)c3c4c(sc3n12)COC(C)(C)C4	0.7	i	2.9	-2.8	1.6	4.0	9.9	-0.8	-1.2
CC(C)CCN(C(=O)c1ccccn1)c1c(N)n(Cc2ccccc2)c(=O)[nH]c1=O	0.1	i	-8.2	-3.6	7.0	-0.1	-15.3	-1.2	-0.1
Cc1ccc(OCC(=O)Oc2ccc(C(C)C)cc2)cc1	0.4	i	0.6	12.4	3.1	6.2	-12.0	4.7	-2.5
COCCCn1c(SCC(=O)Nc2sc3c(c2C#N)CCCC3)nnc1-c1ccncc1	1.2	i	-4.5	-14.9	-6.3	-4.8	-1.2	0.0	-10.3
CN(C)CCN1CCc2ccccc21	-0.3	i	0.9	-6.4	28.6	-3.3	-1.1	-0.3	-1.0
COc1cc(C)ccc1S(=O)(=O)N1CCCCCC1	-0.4	i	-1.9	4.2	5.8	3.0	14.0	1.1	1.2
CCOc1ccc(N(CC(=O)NCCc2ccc(Cl)cc2)S(=O)(=O)c2c(C)[nH]c(=O)[nH]c2=O)cc1	0.9	i	-1.3	3.5	-2.3	1.2	-11.2	1.8	-2.0
COc1cc(C(=O)NC(=S)Nc2ccc3ccccc3c2)cc(OC)c1OC	-0.7	i	-4.6	22.1	6.4	1.7	2.5	-4.7	0.2
O=C(NCCc1c[nH]c2ccc(Cl)cc12)c1cccnc1	0.1	i	5.2	-0.1	5.4	1.1	-5.7	-4.5	-1.4
COc1ccc(-c2csc(N(CCCN(C)C)C(=O)c3ccc(C)cc3)n2)cc1	-1.7	i	-7.9	2.4	11.1	-1.1	-0.5	6.5	-1.2
C=C(C)CSc1nnc2n(N)c(=O)c3ccccc3n12	1.3	i	-1.9	-6.9	1.3	3.5	-3.2	-1.9	-0.8
Cc1ccccc1-n1c(C)cc(/C=C2\NC(=O)NC2=O)c1C	2.8	i	-4.3	2.5	9.6	-1.5	-7.5	4.6	-12.6
COc1ccc(NC(=O)Cn2cccc2)cc1Cl	0.4	i	3.5	-4.7	20.7	-3.8	1.6	5.3	-1.5
COc1ccc2c(c1)[C@H]1[C@H](CO2)[C@H](c2ccccc2)[C@]2(C)C(=O)Nc3cc(Cl)ccc3C(=O)N12	·	i	-17.4	89.4*	-1.8	-0.5	-7.0	3.4	-2.7
Cc1cc2cc(C(c3nnnn3C(C)(C)C)N(Cc3ccco3)CC3CCCO3)c(=O)[nH]c2cc1C (centres undefined)	0.5	i	-4.6	-0.3	7.8	-1.2	-13.9	-4.8	-2.4
Cc1ccc(C)c(SCC(=O)OCC(=O)NCCNC(=O)COC(=O)CSc2cc(C)ccc2C)c1	0.7	i	-2.5	0.1	9.1	3.0	6.8	7.6	-6.5
COC(C(=O)Nc1ccnn1C1CCN(Cc2ccc(CO)o2)CC1)c1ccccc1 (centres undefined)	-0.2	i	-1.4	-3.6	7.4	-2.6	4.4	-4.2	0.0
COc1cc(S(=O)(=O)NC2CCCC2)c(OC)cc1Cl	0.5	i	4.4	-3.3	22.1	-0.7	-6.8	6.3	-0.3
Nc1nc(-c2cccnc2)nn1C(=O)COc1ccccc1	0.8	i	2.1	-7.3	-16.1	-4.8	8.4	-1.8	-0.7
Cc1cccn2c(CN(C)CC3Cc4ccccc4O3)c(C(=O)N3CCCCC3)nc12 (centres undefined)	0.1	i	-6.6	-4.1	-11.9	-2.6	6.4	-1.1	-0.1
Cc1cc2c(SCC(=O)N3CCN(c4ccccc4)CC3)ncnc2s1	-0.4	i	5.5	4.3	-6.5	0.4	7.9	-3.5	-2.1
Cc1cc2c(c(=O)n1C)C(C(C)C)C(C#N)=C(N)O2 (centres undefined)	0.1	i	-1.3	-5.5	8.8	-1.6	2.2	-2.9	0.0
Cc1nc2cc(NC(=O)Nc3nccs3)ccc2n1C	-1.3	i	-1.0	-5.9	11.3	-1.7	2.6	-0.3	-2.1
COc1ccc(-c2nc3ccc(C(=O)NCC(OC)OC)cc3nc2-c2ccc(OC)cc2)cc1	0.5	i	-1.0	15.1	-3.1	-2.5	0.3	-3.4	4.0
CCOC(=O)C(=CNc1ccccc1N1CCOCC1)C(=O)OCC	3.6	i	-5.7	2.1	7.6	2.0	6.0	5.6	-4.3
CC1(C(=O)Nc2ccc3c(c2)OCO3)Cc2c(-c3ccccc3)ccnc2O1 (centres undefined)	-0.6	i	2.9	-2.0	3.4	1.1	-6.1	-2.2	-6.1
Cc1cccc(C)c1C(OCCN(C)C)C1CCCCC1 (centres undefined)	0.4	i	-23.6	-7.7	1.4	-0.9	-10.3	8.3	-1.7

An excerpt from above in order of the Rin1-Abl PPI inh value, falling:
structure,MsrA inhibitor,Neddylation inh,MT1-MMP act inh,SKN-1 inh,Rin1-Abl PPI inh,NRP1-CendR mod,eLon inh,bovine MsrA act
COc1ccc(CC(CC(=O)O)C(=O)Nc2ccccc2)cc1 (centres undefined),0.1,i,-3.7,-4.8,3.8,20.8,4.1,-2.1
COc1cc(C)ccc1S(=O)(=O)N1CCCCCC1,-0.4,i,-1.9,5.8,3.0,14.0,1.1,1.2
COc1cccc(-c2cnc3c(NC=O)cc(-c4cccc(NC(C)=O)c4)cn23)c1,0.7,i,5.3,6.0,-0.4,-29.5,-16.5,-0.2

(continued)
SMILES	MsrA inhibitor	Neddylation inh	MT1-MMP act inh	FAS TE block	SKN-1 inh	Rin1-Abl PPI inh	NRP1-CendR mod	eLon inh	bovine MsrA act
O=C(NCc1ccccc1)C1CCCN(S(=O)(=O)c2cccc3nsnc23)C1 (centres undefined)	0.7	i	-5.8	-0.8	10.8	-3.7	-11.8	-7.7	-2.1
O=C(Nc1cccc(S(=O)(=O)N2CCOCC2)c1)C1CC(=O)N(c2ccc3c(c2)OCCO3)C1 (centres undefined)	-0.2	i	5.4	-2.7	-13.4	5.9	1.5	12.2	-5.1
COc1ccc(OC)c(NC(=S)NN2CCN(C)CC2)c1	-0.2	i	-0.6	-6.4	-5.2	2.4	0.8	-4.5	-1.1
O=c1c2ccccc2n(Cc2ccc(Cl)cc2)c(=O)n1Cc1ccco1	0.3	i	-7.7	22.3	29.4	0.1	-12.2	-1.6	-1.5
COC(=O)c1cc2c(cc1NC(=O)CSCCc1ccccn1)OCO2	0.8	i	-0.6	-2.0	1.6	0.1	6.6	-0.8	1.9
Cc1ccc2c(c1)sc1nc(=O)n(-c3ccc(Cl)cc3)c(=O)n12	-1.1	i	3.4	-6.2	-3.4	-7.5	-3.3	2.6	-1.4
OCCC1CN(Cc2ccccc2O)CCN1CCc1ccccc1 (centres undefined)	1.6	i	-1.2	0.0	-10.3	2.3	-5.6	5.9	-1.6
Cc1ccc(NS(=O)(=O)c2cc(C(=O)NCc3ccccn3)ccc2Cl)cc1C	0.4	i	-20.9	13.8	7.4	6.6	4.8	-2.8	-1.4
CCN(CC)C(=O)c1c(C)nc2ccccn12	·	i	1.7	-2.0	-15.4	-0.3	9.5	-5.6	-6.2
Cc1nnc(N(C)C(=O)Cc2ccc3c(c2)OCO3)s1	-0.7	i	1.5	-9.4	-4.7	-1.9	6.6	-5.0	-6.4
COc1ccc(-c2nc(-c3cccc(C)c3)[nH]c(=O)c2C#N)cc1	-0.2	i	9.9	-2.0	6.8	0.1	-4.4	1.9	1.1
CC(C)COC(=O)N1CCCCC1c1cc(C(=O)NCc2cccnc2)no1 (centres undefined)	-1.6	i	4.0	-2.6	-1.1	0.7	6.4	1.8	-1.9
COc1ccc(CNc2nc(NCc3ccc(OC)cc3)c3ncn(C4CCCC4)c3n2)cc1	·	i	2.7	10.0	9.9	2.9	2.6	8.2	4.3

Sorted by SMILES length (descending): some entries from above.
SMILES	MsrA inhibitor	Neddylation inh	MT1-MMP act inh	FAS TE block	SKN-1 inh	Rin1-Abl PPI inh	NRP1-CendR mod	eLon inh	bovine MsrA act
Cc1ccc(NS(=O)(=O)c2cc(C(=O)NCc3ccccn3)ccc2Cl)cc1C	0.4	i	-20.9	13.8	7.4	6.6	4.8	-2.8	-1.4
COC(=O)c1cc2c(cc1NC(=O)CSCCc1ccccn1)OCO2	0.8	i	-0.6	-2.0	1.6	0.1	6.6	-0.8	1.9
CCN(CC)C(=O)c1c(C)nc2ccccn12	·	i	1.7	-2.0	-15.4	-0.3	9.5	-5.6	-6.2
